# Epigenetic mod = derepresses silenced GFP locus in mouse C127i cells. Potency, µM (series often up to 46.1 µM), for inactives: at the highest dose GFP derepression (activation). mouse C127i GFP locus derepression, cytometry, 30 h. 0.09% of 68,000 active; note: % of control where 0% means no effect
#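 Read-out is the number of GFP-positive cells, scored as fluorescent objects 20 to 120 um wide, reflecting derepression of a silenced CMV-GFP reporter in murine C127i cells after 30 h compound exposure at 37 C.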
# CRE-bla Fsk = modulators of forskolin-stimulated CRE signaling in CHO cells. CHO CRE-bla reporter (cAMP response element driving beta-lactamase), forskolin EC10, beta-lactamase ratio. Potency, µM (series often up to 38.2 µM), for the others: at the highest dose activity change, negative = inhibition, most hits filed as activators. 2.5% of 71,000 active; active = well fitted activation curve with a large enough effect in the signal ratio, with a control signal flat, not every such curve was filed as active; inconclusive = small, poorly fitted or top-dose-only effect, or effect the other way, or a change in a side signal; the % refers to the signal ratio; note: potency is the fitted concentration of half-maximal effect; % of control where 0% means no effect
#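 CRE-bla CHO cells stimulated with EC10 NKH 477 (water-soluble forskolin) and compound titrations, 3 h at 37C; beta-lactamase read with CCF4 after 2 h at room temperature. Activity from 460/530 nm emission ratio, AC50 values for positive or negative modulation.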
# DNA Pol III inh = DNA polymerase III holoenzyme inhibition. reconstituted DNA polymerase III holoenzyme replication, biochemical. 0.25% of 71,000 active. Potency, µM (top dose mostly 57.1 µM), for the others: at the top dose activity change, negative = inhibition. AID 603; note: potency is the fitted concentration of half-maximal effect; % is set by controls: 0 for no effect and ±100 for the full control effect
#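 Reconstituted *E. coli* holoenzyme (0.35 nM Pol III, 1 nM beta, 154 nM SSB, 2 nM primase) was preincubated with compound for 15 min at RT. Synthesis on 1.4 nM ssM13Gori ran 35 min, then was stopped with PicoGreen/EDTA and read as dsDNA fluorescence.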
# BRCT inh red = disrupts BRCA1 BRCT binding to phosphoprotein, red fluorophore readout; P38398; BRCT-phosphopeptide binding, red fluorescence polarization; Potency, µM (series often up to 76.9 µM), for the others: top-dose activity change, negative = inhibition, actives largely listed as inhibitors; 0.03% of 75,000 active; AID 892; note: % is set by controls: 0 for no effect and ±100 for the full control effect
# Target sequence (P38398 whole entry, looked up): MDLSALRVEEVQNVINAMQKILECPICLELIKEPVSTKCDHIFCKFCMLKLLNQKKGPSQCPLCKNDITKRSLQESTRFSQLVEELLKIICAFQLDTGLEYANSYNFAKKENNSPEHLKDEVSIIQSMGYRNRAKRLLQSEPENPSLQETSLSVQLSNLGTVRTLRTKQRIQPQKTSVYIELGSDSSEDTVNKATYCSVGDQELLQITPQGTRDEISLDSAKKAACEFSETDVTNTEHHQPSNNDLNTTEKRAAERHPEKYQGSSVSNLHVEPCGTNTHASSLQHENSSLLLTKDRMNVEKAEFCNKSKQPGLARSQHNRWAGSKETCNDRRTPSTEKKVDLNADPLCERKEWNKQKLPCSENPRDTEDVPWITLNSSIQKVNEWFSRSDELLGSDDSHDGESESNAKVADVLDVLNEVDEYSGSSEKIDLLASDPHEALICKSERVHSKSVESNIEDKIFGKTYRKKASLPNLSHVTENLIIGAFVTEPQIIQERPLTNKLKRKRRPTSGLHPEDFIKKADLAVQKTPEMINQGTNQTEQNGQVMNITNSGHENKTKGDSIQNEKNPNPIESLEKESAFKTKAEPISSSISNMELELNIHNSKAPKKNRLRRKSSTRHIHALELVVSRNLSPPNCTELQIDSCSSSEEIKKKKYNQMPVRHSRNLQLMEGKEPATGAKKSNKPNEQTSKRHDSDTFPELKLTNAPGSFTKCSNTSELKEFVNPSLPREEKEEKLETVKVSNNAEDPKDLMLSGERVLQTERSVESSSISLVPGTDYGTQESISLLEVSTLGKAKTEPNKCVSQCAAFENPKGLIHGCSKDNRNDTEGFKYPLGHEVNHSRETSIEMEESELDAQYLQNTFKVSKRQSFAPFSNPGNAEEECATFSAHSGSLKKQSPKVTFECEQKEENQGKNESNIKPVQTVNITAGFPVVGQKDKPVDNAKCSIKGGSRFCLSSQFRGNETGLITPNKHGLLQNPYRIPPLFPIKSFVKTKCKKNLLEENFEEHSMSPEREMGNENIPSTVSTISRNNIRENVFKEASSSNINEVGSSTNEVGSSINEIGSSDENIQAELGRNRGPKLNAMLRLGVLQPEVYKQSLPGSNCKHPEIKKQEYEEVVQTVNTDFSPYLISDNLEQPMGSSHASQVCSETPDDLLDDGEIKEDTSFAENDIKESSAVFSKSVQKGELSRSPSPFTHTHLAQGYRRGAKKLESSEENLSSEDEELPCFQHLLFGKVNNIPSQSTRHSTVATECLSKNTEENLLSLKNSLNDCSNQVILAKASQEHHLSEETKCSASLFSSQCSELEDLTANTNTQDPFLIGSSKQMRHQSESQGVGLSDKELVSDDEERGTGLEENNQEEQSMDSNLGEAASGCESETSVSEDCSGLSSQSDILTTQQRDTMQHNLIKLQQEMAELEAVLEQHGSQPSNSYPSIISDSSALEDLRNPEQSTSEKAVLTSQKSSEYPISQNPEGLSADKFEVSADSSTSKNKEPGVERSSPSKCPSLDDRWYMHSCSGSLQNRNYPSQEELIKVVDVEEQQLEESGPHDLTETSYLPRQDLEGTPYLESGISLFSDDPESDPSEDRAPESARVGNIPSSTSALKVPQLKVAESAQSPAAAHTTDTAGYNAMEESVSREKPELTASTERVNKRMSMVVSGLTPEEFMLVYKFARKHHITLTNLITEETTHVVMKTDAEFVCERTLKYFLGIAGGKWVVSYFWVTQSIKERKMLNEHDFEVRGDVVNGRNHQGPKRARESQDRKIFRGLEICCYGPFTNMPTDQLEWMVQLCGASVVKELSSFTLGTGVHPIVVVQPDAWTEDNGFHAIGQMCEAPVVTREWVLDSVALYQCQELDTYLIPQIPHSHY
#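 Rhodamine-labelled pBACH1 10-mer (100 nM) bound to BRCT domain (100 nM) at pH 7.3; compounds incubated 12 min room temperature, polarization read. Free peptide defines full inhibition; unlabelled decapeptide titrated as control.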
# HBB splice mod = hemoglobin beta splicing modulation; HBB splicing reporter cell assay, activation; EGFP reporter with mutant IVS2-654 intron; response scale: normalised to 500 nM splice-correcting PNA; Potency, µM (top dose mostly 46.1 µM), without a hit: top-dose activation, most hits filed as activators; 0.06% of 65,000 active; AID 925; note: potency is the fitted concentration of half-maximal effect; 0% is about no effect
#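 HeLa cells stably expressing EGFP interrupted by mutant beta-globin intron 2 (IVS2-654), 500/well in 2% FCS. Treated with compound for 2 days at 37C. Splicing correction scored as total well GFP intensity (488 nm excitation, 500-520 nm emission); 500 nM antisense PNA served as control.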
# BRCT inh green = inhibitors of human BRCA1 BRCT-phosphoprotein interaction (green fluorophore) | BRCA1 BRCT-phosphopeptide binding, green fluorescence polarization | Potency, µM (doses to about 76.9 µM), for inactives: at the top dose activity change, negative = inhibition, most hits filed as inhibitors | 0.05% of 75,000 active;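 note: potency is the fitted concentration of half-maximal effect; plate controls were peptide without protein for full effect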
#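 Fluorescence polarization: His-tagged BRCT (~35 kDa BRCA1 C-terminus, 250 nM) bound to 100 nM fluorescein-labeled phosphorylated 10-aa BACH1 peptide, pH 7.3 phosphate buffer with DTT and Tween 20. Compounds incubated 12 min at room temperature; inhibition read as lowered polarization.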
# HADH2 inh = blocks human hydroxyacyl-CoA dehydrogenase type II | Potency, µM (doses to about 57.1 µM), without a hit: at the highest dose activity change, negative = inhibition, most hits filed as inhibitors | recombinant HADH2, NADH fluorescence, beta-hydroxybutyryl-CoA | Q99714 | AID 886 | 3.4% of 73,000 active; note: potency is the fitted concentration of half-maximal effect; % is set by controls: 0 for no effect and ±100 for the full control effect; nearly all actives have a fitted effect of over 60% in size; many of its hits are not listed in these tables
#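 E. coli-expressed His-tagged HADH2 tested at 20 nM in alkaline Tris buffer (pH 9.0); oxidation of 90 uM beta-hydroxybutyryl-CoA with 1 mM NAD+ tracked fluorimetrically for 4 min.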
# Hsp90 Hop PPI = changes Hsp90-Hop TPR2A binding signal, up or down. 0.44% of 71,000 active. Potency, µM (top dose mostly 57 µM), without a hit: at the highest dose activity change, negative = inhibition. AlphaScreen TPR2A-His6 binding biotin-Hsp90 C-terminal peptide. AID 595; active = well fitted curve in either direction with a large enough effect; inconclusive = small, poorly fitted or top-dose-only effect, or another doubt; note: potency is the fitted concentration of half-maximal effect; % is set by controls: 0 for no effect and ±100 for the full control effect; many of its hits are not listed in these tables
# USP2a inh = inhibitors of human ubiquitin-specific protease USP2a. O75604. USP2a enzymatic assay, qHTS inhibition. Potency, µM (highest dose often 38.3 µM), inactives show top-dose activity change, negative = inhibition, most hits filed as inhibitors. 0.1% of 60,000 active;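 note: potency is the fitted concentration of half-maximal effect; nearly all actives have a fitted effect of over 60% in size; plate controls were DMSO for no effect and NEM full inhibition control for full effect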
#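 USP2 core (20nM final) preincubated 30 min RT with compound, then Ub-PLA2 20nM and NBD C6-HPC 20uM final added; buffer 20mM Tris-HCl pH 8.0, 2mM CaCl2. Fluorescence Ex 460/Em 535 read at 0 and 2.5 h; normalized to NEM.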
# ALOX15 inhib = 15-hLO (ALOX15) enzyme inhibition. P16050. purified 15hLO-1, xylenol orange hydroperoxide absorbance. Potency, µM (series often up to 57.1 µM), for the others: at the highest dose activity change, negative = inhibition, usual class: inhibitors. 1.4% of 74,000 active. AID 887; note: potency is the fitted concentration of half-maximal effect; % is set by controls: 0 for no effect and ±100 for the full control effect; nearly all actives have a fitted effect of over 55% in size
#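 Hydroperoxide formed from arachidonic acid (50 uM) by purified human 15hLO-1 (40 nM) oxidizes ferrous iron, and the ferric-xylenol orange complex is read at 573 versus 405 nm. Compounds were preincubated 15 min; reaction ran 6 min at room temperature.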
# Ub-GFP proteasome = ubiquitin-GFP accumulation via proteasome inhibition. Ubiquitin-GFP reporter cells, proteasome inhibition, GFP fluorescence; response scale: untreated = 0%, 10 µM MG-132 = 100%. Potency, µM (highest dose often 45.9 µM), without a hit: at the highest dose activation (GFP accumulation), actives largely listed as activators. 67,000 tested, under 10 active. AID 526; active = well fitted activation curve with a large enough effect, not every such curve was filed as active; inconclusive = small, poorly fitted or top-dose-only effect, or another doubt; inactive = no such curve, though single readings can be large or run the other way; note: potency is the fitted concentration of half-maximal effect
#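 Reporter cells (U2OS, ubiquitin-G76V-GFP fusion) are plated overnight, then treated 4 hr at 37 °C with compound titrations from 46 uM down to 2.9 nM. Activity is scaled against untreated cells and 10 uM MG-132.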
# Active calls of the source: *; ? = inconclusive; nt = not tested or not shown; [ ] = remark or other dose. Unless noted, calls come from the whole dose curve; as a rule, active = well fitted curve in the direction sought with a large enough effect; inconclusive = small, poorly fitted or top-dose-only effect, or another doubt; inactive = no such curve, though single readings can be large; an effect the other way counts as inactive or inconclusive. An excerpt. The share of hits here may be higher or lower than overall.
SMILES,Epigenetic mod,CRE-bla Fsk,DNA Pol III inh,BRCT inh red,HBB splice mod,BRCT inh green,HADH2 inh,Hsp90 Hop PPI,USP2a inh,ALOX15 inhib,Ub-GFP proteasome
OCCN1CN=C(Nc2nc3ccccc3s2)NC1,2%,1%,-3%,0.3%,8.8%[0.369 µM],-4.1%,6%,0%,-1%,16%,4%
Cn1c(CNC(=O)c2ccco2)nnc1SCC(=O)N1c2ccccc2Sc2ccccc21,0%,-7%,-3%,-1.3%,1.1%,-1.4%,-2%,-7%,16%,5%,6%
Cn1cnnc1SCc1ccc(C(=O)n2ncc(C#N)c2N)cc1,6%,-13%,-3%,0.2%,-0.2%[57.5 µM],-2.0%,-12%,-1%,-8%,13%,-6%
COc1cccc(Cn2c(=O)c(-c3cccs3)nc3cnc(OC)nc32)c1,5%[9.22 µM],?,1%,0.6%,0.6%,0.6%,10%,15%,136%[activator],-15%,-2%
O=C(CCCNS(=O)(=O)c1cccs1)N1CCN(c2ccc(F)cc2)CC1,4%,-8%,5%,0.7%,-1.6%,1.2%,-3%,0%,6%,-2%,15%
O=C(c1cccc(F)c1)N1CCC2(CC1)CCN(c1ccccc1)CC2,-2%[9.22 µM],-9%,2%,0.0%,2.0%,-1.2%,5%,-2%,36%[activator],-7%,-4%
N[C@@H](Cc1cc(-c2ccc(Cl)cc2Cl)cc(CP(=O)(O)O)c1O)C(=O)O,0%,?,32µM*,-5.6%,nt,-12%,-16%,-3%,nt,13µM*,-3%
Cn1c(NCc2ccccc2Cl)nc2ccccc21,nt,-3%,0%,0.1%,-1.7%,-1.6%,-3%,0%[2.3 µM],nt,2%,-3%
COCCCNC(=O)c1c(N)n(-c2cccc(S(N)(=O)=O)c2)c2nc3ccccc3nc12,-1%,13µM*,-6%,-1.7%,0.3%[57.5 µM],-1.9%,?,?,30%,-15%,-2%
O=C(c1nn2c(C(F)(F)F)cc(-c3ccc(F)cc3)nc2c1Cl)N1CCOCC1,-2%,?,-4%[11.4 µM],0.0%,-3.0%[0.0738 µM],-1.0%,4%[11.4 µM],0%[11 µM],12%[7.66 µM],7%[11.4 µM],-7%[9.17 µM]
Cc1ccc(C)c(N(CC(=O)NCc2ccc3c(c2)OCO3)C(=O)CCC(=O)Nc2ccccn2)c1,1%,-21%,1%,0.3%,-1.7%,4.7%,-5%,-7%,38%[activator],-8%,0%
CCOc1ccc(NC(=O)C2CCC(N3C(=O)C4CC=CCC4C3=O)CC2)cc1 (configuration not stated),2%,-12%,-4%,-0.1%,-0.1%[57.5 µM],-2.8%,13%,0%,8%,-2%,0%
COc1ccc2nc(N3CCCCC3)c(C#N)cc2c1,-2%,?,-2%,-0.2%,nt,-3.8%,9%,25µM*,-2%,25µM*,6%
O=C1C2C3C=CC(C3)C2C(=O)N1c1ccc(-c2nc3ccccc3o2)cc1 (configuration not stated),-1%,12%,-1%,-0.9%,-1.3%[9.22 µM],-2.5%,7%,-1%,-2%,11%,-7%
CC1CC(C)CN(CCCNC(=O)CNC(=O)Cn2ccc3ccccc3c2=O)C1 (configuration not stated),1%,?,-4%,-0.3%,2.8%,-1.0%,4%,4%,-6%,12%,-16%

# CRE-bla Fsk, hit marks shown above
SMILES	Epigenetic mod	CRE-bla Fsk	DNA Pol III inh	BRCT inh red	BRCT inh green	HADH2 inh	Hsp90 Hop PPI	ALOX15 inhib	Ub-GFP proteasome
COCCCNC(=O)c1c(N)n(-c2cccc(S(N)(=O)=O)c2)c2nc3ccccc3nc12	-1%	13µM*	-6%	-1.7%	-1.9%	?	?	-15%	-2%

# (more compounds)
SMILES,Epigenetic mod,CRE-bla Fsk,DNA Pol III inh,BRCT inh red,HBB splice mod,BRCT inh green,HADH2 inh,Hsp90 Hop PPI,USP2a inh,ALOX15 inhib,Ub-GFP proteasome
C[N+]1(C)CCO[C@](O)(c2ccccc2)C1,-2%[9.22 µM],?,-11%[11.4 µM],-0.4%[15.4 µM],0.4%[9.22 µM],0.7%[15.4 µM],-1%[11.4 µM],-4%[11 µM],nt,7%[11.4 µM],2%[9.17 µM]
Cc1ccc(S(=O)(=O)O)cc1C,nt,-4%,-5%,0.8%,0.5%,-3.4%,9%,0%,nt,-6%,nt
CC1=C(C#N)C(c2ccoc2)C(C(=O)OCc2ccccc2)=C(N)S1 (configuration not stated),-4%,1%,3%,0.0%,2.4%,2.7%,?,-11%,7%,?,12%
CCOC(=O)c1c(P(=O)(N2CCOCC2)N2CCOCC2)noc1N,-2%,-4%,1%,-1.0%,0.2%[57.5 µM],-0.5%,13%,1%,-4%,8%,-3%
O=C(COC(=O)CCCc1c[nH]c2ccccc12)Nc1ccc2c(c1)OCO2,-1%,?,-2%,-1.6%,-1.5%,-4.4%,-4%,-12%,26%,?,-6%
O=C(Nc1cccc2ncccc12)c1cccnc1,-3%,?,2%,-2.0%,-0.8%,-1.5%,-2%,-4%,-1%,1%,1%
CN(C)c1ccc(-c2nn3c(-c4ccncc4)nnc3s2)cc1,0%,9%,-11%,1.0%,4.6%,-3.3%,7%,-2%,-17%,12%,7%
CS(=O)(=O)N1CCN(c2ccccc2NC(=O)Cc2ccc(Cl)cc2)CC1,3%,-4%,3%,-1.7%,0.6%,0.8%,14%,-8%,22%,-10%,-2%
CC1CCN(c2ncccc2C(=O)O)CC1,-1%,-3%,-3%,0.4%,nt,-1.3%,6%,1%,-1%,10%,1%
COc1ccc(Cc2nnc(SCc3c(C)noc3C)n2C2CCCCC2)cc1OC,0%,-2%,-6%,0.4%,-0.1%[57.5 µM],-1.7%,-7%,-5%,12%,8%,-4%
CC(C)c1ccc(NC(=O)C(c2ccccc2)N2CCOCC2)cc1 (configuration not stated),-3%,-1%,-9%,1.1%,0.7%,-0.6%,3%,-2%,nt,-5%,8%
Cc1ccccc1N1C(=O)C(Cl)=C(N2CCCCCC2)C1=O,9%,9%,-2%,1.3%,0.5%,0.0%,-16%,?,-4%,10µM*,-5%
Cc1nc(SCC(=O)c2ccccc2)n[nH]1,-3%,-16%,-4%,0.3%,nt,-1.5%,?,-4%,-6%,1%,-4%
CCc1nc(N)c(C#N)c(-c2ccc(O)c(OC)c2)c1C,-1%,10µM*,-4%,0.4%,0.4%[57.5 µM],2.1%,-2%,0%,nt,2%,7%
Brc1cc(Br)c2ncnc(N3CCCCC3)c2c1,3%,?,0%,1.0%,3.2%[57.5 µM],6.4%,12%,14%,-5%,?,0%

# 5 compounds from above, arranged by length of the SMILES, low to high.
SMILES,Epigenetic mod,CRE-bla Fsk,DNA Pol III inh,BRCT inh red,HBB splice mod,BRCT inh green,HADH2 inh,Hsp90 Hop PPI,USP2a inh,ALOX15 inhib,Ub-GFP proteasome
Cc1ccc(S(=O)(=O)O)cc1C,nt,-4%,-5%,0.8%,0.5%,-3.4%,9%,0%,nt,-6%,nt
Cc1ccccc1N1C(=O)C(Cl)=C(N2CCCCCC2)C1=O,9%,9%,-2%,1.3%,0.5%,0.0%,-16%,?,-4%,10µM*,-5%
CCOc1ccc(NC(=O)C2CCC(N3C(=O)C4CC=CCC4C3=O)CC2)cc1 (configuration not stated),2%,-12%,-4%,-0.1%,-0.1%[57.5 µM],-2.8%,13%,0%,8%,-2%,0%
COCCCNC(=O)c1c(N)n(-c2cccc(S(N)(=O)=O)c2)c2nc3ccccc3nc12,-1%,13µM*,-6%,-1.7%,0.3%[57.5 µM],-1.9%,?,?,30%,-15%,-2%
Cc1ccc(C)c(N(CC(=O)NCc2ccc3c(c2)OCO3)C(=O)CCC(=O)Nc2ccccn2)c1,1%,-21%,1%,0.3%,-1.7%,4.7%,-5%,-7%,38%[activator],-8%,0%

# Assay outcomes (PubChem)
